Source: PubChem (Broad Institute)
ARNT TACC3 PPI = disrupts binding between human ARNT and TACC3. Q9Y6A5. AlphaScreen His-ARNT PAS-B/GST-TACC3 binding, luminescence; TACC3 fragment carries E629A point mutation. inhibition, % at 9.99 µM. 0.66% of 390,000 active. AID 623870;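 active means mean inhibition of replicates at least 50% and at least half of replicates each reaching 50%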;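 further: 0% = complete ARNT plus TACC3 wells and 100% = ARNT alone without TACC3; many hits fall short of the cut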
Starred values were filed as active, the others as inactive. A portion of the library, so the mix of outcomes need not match the whole.

The opening five compounds, ahead of the listing:
smiles	ARNT TACC3 PPI
CCOC(=O)Cc1csc(SCC(=O)N2CCN(c3ccc(OC)cc3)CC2)n1	0
CCCCc1nnc(NC(=O)CC(=O)Nc2ccccc2C(=O)O)s1	-2
O=C(O)CCSc1nnc(-c2ccccc2)n1-c1ccccc1	7
Cn1c(SCC(=O)Nc2ccc3c(c2)OCCO3)nnc1-c1ccco1	-3
COc1cccc(CNc2nc3nc4c(c(=O)n3[nH]2)CCC4)c1	2

Results, repeating the preview:
smiles	ARNT TACC3 PPI
CCOC(=O)Cc1csc(SCC(=O)N2CCN(c3ccc(OC)cc3)CC2)n1	0
CCCCc1nnc(NC(=O)CC(=O)Nc2ccccc2C(=O)O)s1	-2
O=C(O)CCSc1nnc(-c2ccccc2)n1-c1ccccc1	7
Cn1c(SCC(=O)Nc2ccc3c(c2)OCCO3)nnc1-c1ccco1	-3
COc1cccc(CNc2nc3nc4c(c(=O)n3[nH]2)CCC4)c1	2
Cc1cc(=O)[nH]c(-n2nc(C)cc2C)n1	-4
O=C(Nc1ccccc1SCC1CSc2nc3ccccc3c(=O)n21)c1ccccc1 (stereo unspecified)	-2
O=C(CCSCCC(=O)NCCN1CCOCC1)NCCN1CCOCC1	-4
Cc1cccc(C(=O)NC2CC(C)(C)NC(C)(C)C2)c1	-2
CC1=CC=CN2CC(O)CN=C12 (stereo unspecified)	-4

Quoted from above for reference:
smiles	ARNT TACC3 PPI
CCOC(=O)Cc1csc(SCC(=O)N2CCN(c3ccc(OC)cc3)CC2)n1	0
CCCCc1nnc(NC(=O)CC(=O)Nc2ccccc2C(=O)O)s1	-2

New compounds follow:
smiles	ARNT TACC3 PPI
Cc1ccc(S(=O)(=O)N2CCN(CCO)CC2)cc1-c1nnc2c3ccccc3c(C)nn12	8
O=C(Cc1ccccc1)NC(=S)Nc1cc(C(F)(F)F)ccc1Cl	-1
COc1cc(C(=O)Nc2cccc(-c3nc4cc(C)cc(C)c4o3)c2)cc(OC)c1OC	0
O=C(Cc1ccccc1)Nc1ccc2oc(-c3cccnc3)nc2c1	-8
COc1ccc(-n2c(C)nn(C)c2=O)c(OC)c1	-15
Cc1nnc(Nc2ccc(C(=O)N3CCOCC3)cc2)c2ccccc12	15
CCOC(=O)c1cn(CC(=O)Nc2ccc(CC)cc2)nn1	-1
CSc1ccc(S(=O)(=O)NC2CCCCCC2)cc1	-4
CC(SC1CCCC1)C(=O)Nc1ccnn1C(C)C (stereo unspecified)	2
COc1cccc(C2C(C(=O)Nc3nc4ccccc4s3)=C(C)NC3=C2C(=O)CC(C)(C)C3)c1OC (stereo unspecified)	11

(further entries)
smiles	ARNT TACC3 PPI
CN(Cc1cccs1)c1ncnc2sccc12	-9
CCCn1c2ccccc2c2nnc(SCC(=O)Nc3cc(C)on3)nc21	-3
CC1CCC(NC(=O)COc2ccccc2C(N)=O)CC1 (stereo unspecified)	-1
Cc1cc2cc(CCNC(=O)c3ccc(Br)o3)c(=O)[nH]c2cc1C	0
CCCn1c(SCC(=O)Nc2c(CC)cccc2CC)nnc1C(C)C	0
COC(=O)[C@H](Cc1ccccc1)NC(=O)N1CCCCC1C (stereo partly specified)	-3
CCOC(=O)C1=C(CSc2nc3ccccc3s2)NC(=O)NC1c1ccc(OC)cc1 (stereo unspecified)	6
O=C1c2ccccc2C(=O)N1CCc1nc(-c2cccnc2)no1	-2
COc1ccc(OC)c(C(C)NC(=O)c2ccco2)c1 (stereo unspecified)	2
CC(=O)N1CCN(CC(=O)Nc2c(Cl)cccc2Cl)CC1	-8

Additional records follow:
smiles	ARNT TACC3 PPI
O=C(Nc1c(C(=O)Nc2cccc(F)c2)oc2ccccc12)c1ccc2c(c1)OCO2	-3
COc1cccc(N(CC(=O)NC2CCCC2)C(=O)Cn2nnc(-c3ccc(C)cc3)n2)c1	3
CCN1C(=O)CC(N2CCC(C(=O)OC)CC2)C1=O (stereo unspecified)	-1
CCSc1nc2ccccc2n1CC(=O)OC	23
O=C(CCN1CCOCC1)Nc1c(-c2ccccc2)c2cc(Br)ccc2[nH]c1=O	11
Cc1cccc(NC(=O)CSc2nc(C)c(CC(=O)c3ccc(Br)cc3)c(C)c2C#N)c1C	-4
COc1cc(CNCC(C)C)cc(Br)c1OCC(=O)Nc1ccccc1	-10
O=C1CCSc2ccc(Cl)cc2N1Cc1ccccc1	-3
Cc1ccc(-c2cc(C(=O)N3CCCC3)no2)cc1	-4
O=C(CSc1nnnn1C1CCCCC1)Nc1ccc2c(c1)OCO2	-9

The listing continues:
smiles	ARNT TACC3 PPI
CC(C)C(=O)NC(c1ccc([N+](=O)[O-])cc1)c1c(O)ccc2ccccc12 (stereo unspecified)	-14
COCCCNC(=O)C1CC(=O)N(CCc2ccc(OC)c(OC)c2)C1 (stereo unspecified)	-2
CCOc1nc(NCCc2ccc(OC)c(OC)c2)nc(N2CCN(c3ccc(OC)cc3)CC2)n1	-14
CCOC(=O)C1C2C=CC3(CN(c4ccccc4CC)C(=O)C13)O2 (stereo unspecified)	1
CC1Cc2ccccc2N1S(=O)(=O)c1cccc(C(=O)NCCCO)c1 (stereo unspecified)	-26
O=C(/C=C/c1cccs1)Nc1nc(-c2ccccc2)cs1	7
COc1ccccc1-c1nc(C#N)c(N2CCC(C(N)=O)CC2)o1	3
COc1ccc(C2C(C(N)=O)=C(C)Nc3nc(-c4ccccc4OC)nn32)cc1OC (stereo unspecified)	3
c1ccc(CSc2ncnc3c2sc2nc(N4CCOCC4)c4c(c23)CCCC4)cc1	-8
COCCN1Cc2cccc(C(=O)Nc3cccnc3)c2C1=O	-2

Other results.
smiles	ARNT TACC3 PPI
O=C(c1cc(-c2ccc3c(c2)OCO3)on1)N1CCOCC1	7
Cc1c(NC(=O)c2cc(-c3ccc(Cl)s3)nc3ccccc23)c(=O)n(-c2ccccc2)n1C	26
CCOC(=O)c1sc(-c2ccc(OC)cc2)cc1N	-4
O=C(Nc1ccc2oc(-c3cccnc3)nc2c1)c1ccco1	0
CC(=O)N1CCN(S(=O)(=O)c2ccc(C)cc2)C1C(C)C (stereo unspecified)	-1
O=C(Cn1c(=O)oc2ccccc21)N1CCCCC1	-5
C#CCSc1nsc(SCC#C)c1C#N	-5
CSCCC(NC(=O)CCN1C(=O)c2ccccc2C1=O)C(=O)O (stereo unspecified)	-1
CN(C)c1oc(-c2ccco2)nc1C#N	4
O=C(O)CCNS(=O)(=O)c1ccc2ccccc2c1	-13

New compounds follow:
smiles	ARNT TACC3 PPI
CCc1nnc(NC(=O)CSc2ccc(-c3nc4ccccc4[nH]3)cn2)s1	0
CCc1ccc(N(C(C)=O)C2C=CS(=O)(=O)C2)cc1 (stereo unspecified)	-7
Cc1nnc(SCC(=O)Nc2ncc3c(n2)CC(C)(C)CC3=O)s1	0
COc1ccc(-n2c(SCC#N)nc3ccccc3c2=O)cc1	-8
COc1cc(C(=O)N/N=C/c2ccc(OC(=O)c3ccccc3Cl)c(OC)c2)ccc1O	-18
CCOC(=O)C1(c2ccccc2)NC(c2ccccc2C)C2C(=O)N(c3ccc4c(c3)OCO4)C(=O)C21 (stereo unspecified)	-6
COc1ccc(CN2CCN(c3ccccn3)CC2)cc1OCc1ccccc1	8
CCCC(C(=O)NC1CCCCC1)N(Cc1ccco1)C(=O)CNS(=O)(=O)c1ccccc1 (stereo unspecified)	3
COCC(=O)NC(C)c1nc2ccccc2[nH]1 (stereo unspecified)	6
O=C(/C=C/c1ccco1)NC(=S)Nc1ccccc1N1CCOCC1	13

(more compounds)
smiles	ARNT TACC3 PPI
CCOC(=O)N1CCC(NC(=O)CCc2nc(-c3ccc(C)cc3)no2)CC1	-16
CC(=O)Cc1nsc(Nc2ccc3c(c2)OCCO3)n1	-8
O=C1CSC(c2cn(-c3ccccc3)nc2-c2cc3ccccc3o2)N1Cc1ccccc1 (stereo unspecified)	0
COc1cccc(-c2csc(N3CCN(C(=S)Nc4ccccc4OC)CC3)n2)c1	-2
O=C(Nc1ccc(Cl)c(C(F)(F)F)c1)N1CCCC(O)C1 (stereo unspecified)	-2
Cc1ccc(C(=O)N2CCOCC2)cc1S(=O)(=O)Nc1cccc(C)c1C	-5
C[C@@H](C(=O)Nc1nc(-c2ccccn2)cs1)N1C(=O)C2CCCCC2C1=O (stereo partly specified)	63*
CC(C)COC(=O)Cc1c(O)c2ccccc2[nH]c1=O	-4
COc1ccccc1CN(C(=O)CCl)C(C(=O)NC1CCCCC1)c1ccncc1 (stereo unspecified)	21
Cc1cc(C)c2c(=O)[nH]c(SCC(=O)Nc3ccccc3)nc2n1	-4

(cont.)
smiles	ARNT TACC3 PPI
CC(=O)C1=C(C)NC(C)=C(C(C)=O)C1c1cn(-c2ccccc2)nc1-c1cccs1	-1
Cn1c(Cc2cccs2)n[nH]c1=S	-1
CCN(CC)CCOCCOc1cc(C)c(Cl)c(C)c1	-12
O=C1CC(c2cccs2)Cc2nc(NCC3CCCO3)ncc21 (stereo unspecified)	-3
COc1ccc(N2CC(C(=O)NCc3cccnc3)CC2=O)cc1 (stereo unspecified)	-10
COc1cccc(OCC(O)CN2C(C)CCCC2C)c1 (stereo unspecified)	21
O=C(O)CN1C(=O)/C(=C\c2cn(-c3ccccc3)nc2-c2ccccc2)SC1=S	46*
COc1ccc(-c2oc(/N=C/N3CCCC3)c(C#N)c2-c2ccc(OC)cc2)cc1	-2
CCOC(=O)c1[nH]c(C)c(C(=O)Nc2ccccc2F)c1C	-1
O=C(Cc1ccccc1)N1CCCC(c2nc(-c3cccs3)no2)C1 (stereo unspecified)	-13

Continued.
smiles	ARNT TACC3 PPI
COc1cc(C=O)c(Br)cc1OC1CCCC1	-3
CCN(CC)c1ccc2c(C)c(-c3ccc(N)cc3)c(=O)oc2c1	-34
O=Cc1c(Sc2ccccc2)nc2ccccn2c1=O	3
Cc1c(Cl)cccc1NC(=O)CN1CCC(NC(=O)C2CCCCC2)CC1	1
Cc1cccc(NC(=O)N2CCN(Cc3ccccc3)CC2)c1	-2
O=C1N=c2ccccc2=C1c1sc(=S)n(CC2CCCO2)c1O (stereo unspecified)	4
Cc1occc1-c1nnc(SCC(=O)NCc2cccs2)n1-c1ccc(F)cc1	3
CC1(C)CC(=O)C2=C(C1)OC(N)=C(C#N)C2c1ccccc1OC(=O)N1CCOCC1 (stereo unspecified)	-18
CSc1ccccc1NC(=O)CCn1c(=O)sc2ccccc21	2
CCOc1nc(Oc2cccc(C(=O)O)c2)nc(Oc2cccc(C(=O)O)c2)n1	-3

Later entries
smiles	ARNT TACC3 PPI
Cc1sc(NC(=O)CN2CCN(c3ccccn3)CC2)c(C#N)c1C	2
O=C(O)c1ccccc1C(=O)N(Cc1ccccc1)Cc1ccccc1	-6
CO/N=C(\Cn1ncc(N2CCCC2)c(Cl)c1=O)c1ccc(Cl)cc1	7
O=C(Cc1ccccc1)NCCS(=O)c1ccc(Cl)cc1 (stereo unspecified)	-3
CN(C)CCNC(=O)c1cc2cc(Br)ccc2oc1=O	2
CCOc1ccc(NC(=O)Nc2cc(C)on2)cc1	2
CC(C)c1c(O)nc(SCCC(=O)O)[nH]c1=O	-6
CCOC(=O)C1=C(C)N=C2SC(C)C(=O)N2C1c1ccc(OCC)c(OCC)c1 (stereo unspecified)	2
COC1CCCCC1Nc1cccc(SC)c1 (stereo unspecified)	4
CC(=O)NCCOc1cccc(OCCNC(C)=O)c1	-4

4 compounds already listed, arranged by count of non-hydrogen atoms, ascending:
smiles	ARNT TACC3 PPI
CC(=O)NCCOc1cccc(OCCNC(C)=O)c1	-4
O=C(Cc1ccccc1)NCCS(=O)c1ccc(Cl)cc1 (stereo unspecified)	-3
O=C(O)c1ccccc1C(=O)N(Cc1ccccc1)Cc1ccccc1	-6
CCOC(=O)C1=C(C)N=C2SC(C)C(=O)N2C1c1ccc(OCC)c(OCC)c1 (stereo unspecified)	2

Remaining list, next part
smiles	ARNT TACC3 PPI
COC(=O)c1ccccc1NC(=O)C1CC(=O)N(c2ccc(F)cc2)C1 (stereo unspecified)	-5
CC1CCN(c2nc(-c3ccccc3)c(C#N)c(=O)[nH]2)CC1	-6
Cc1nc2ccccc2c(=O)n1N	-1
COc1ccc(CNC(=O)c2cccc(N(C)C)c2)cc1	-7
COc1cc(-c2c(C#N)c(N)nc3c2c(C)nn3-c2ccc(C)c(C)c2)cc(OC)c1OC	-3
CCn1c(C)[n+](CC(O)COCC2CC=CCC2)c2ccccc21 (stereo unspecified)	5
Cc1c(C(=O)N2CCCC2)sc(NC(=O)c2cccs2)c1C#N	0
CC1Cc2ccccc2N1C(=O)CSc1nnc2sc3ccccc3n12 (stereo unspecified)	-6
O=C(N=Nc1c(O)n(C2OC(=O)c3ccccc32)c2ccccc12)c1ccc(O)cc1 (stereo unspecified)	-6
CS(=O)(=O)c1cccc(C(=O)Oc2ccccc2)c1	15

(list continues)
smiles	ARNT TACC3 PPI
CCOC(=O)Nc1ccc2c(c1)ncn2C1CCCCC1	3
CCCS(=O)(=O)c1nc(S(=O)(=O)c2ccc(C)cc2)c(NCCCN2CCOCC2)s1	-2
Cn1c(=O)c2c(nc(-n3ccnc3)n2Cc2ccc(Cl)cc2Cl)n(C)c1=O	-12
COc1ccc(NC(=O)c2ccco2)cc1NC(=O)c1ccco1	-3
COc1ccc(Br)cc1/C=N/NC(=O)CNC(=O)/C=C/c1ccccc1	16
O=C(CN1C(=O)c2cccc3cccc1c23)N1CCc2ccccc2C1	-2
CC(=O)c1c(C)[nH]c(C(=O)OCC(=O)Nc2ncc(Cl)c(C)c2Cl)c1C	5
Cc1ccc(NC(=S)NC2CCCC2)cc1	6
CSc1nnc(NC(=O)CCc2ccccc2)s1	-12
O=C(Nc1cccc(F)c1)OC(CN1CCCCC1)C(F)(F)F (stereo unspecified)	1
Cc1cc(=O)[nH]c(SCC(=O)Nc2nc(-c3ccccc3)cs2)n1	-2
Cc1cc(OCCN2CC(C)OC(C)C2)ccc1[N+](=O)[O-] (stereo unspecified)	-8
Cc1oc(-c2ccc(Cl)cc2)nc1CN1CCC(C(=O)NCc2cccnc2)CC1	4
